# Screening results as filed in PubChem.
# MrgX1 allo act: allosterically activates human MrgX1 receptor signaling; MrgX1-HEK293, Fluo-4 calcium flux, FDSS; active compounds read high; B-score at 10 µM; 0.63% of 310,000 active; AID 588675;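 active means plate-corrected calcium response at least 3 library SD above typical, normal starting fluorescence, not activating the receptor alone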;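 further: compound read alongside a low EC10 to EC30 dose of BAM8-22 agonist; peak minus trough fluorescence over baseline measured at the second addition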
# ANO1 block: blocks the mouse calcium-activated chloride channel TMEM16A. Q8BHY3. 1.2% of 310,000 active. HEK293 TMEM16A/YFP iodide influx fluorescence, ionomycin. AID 588511. normalized B-score (activity score, 25-100; higher = stronger inhibition) at 10 µM;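 active means ratio plate-corrected score three or more library SD toward inhibition, starting fluorescence score within five deviations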;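 further: score derived from kinetic fluorescence span divided by baseline fluorescence per well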
# ANO1 activ: activates or potentiates the mouse TMEM16A chloride channel | Q8BHY3 | HEK293 TMEM16A/YFP-H148Q/I152L, iodide quench fluorescence; active compounds read low | B-score at 10 µM | 0.3% of 340,000 active | AID 623877;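 active means fluorescence-ratio B-score plate-corrected deviation score at least 3 library SD below zero, with starting fluorescence score within 5 deviations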;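 further: channel opened by trigger with iodide after compound preincubation; score built on the fluorescence ratio of max minus min over baseline; more negative score means more quench and so TMEM16A activation or potentiation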
# SKKanGAS inh: blocks kanamycin growth of S. pyogenes SKKanGAS strain; BacTiter-Glo, 6 h; inhibition, % at 7.5 µM; 1.3% of 300,000 active;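 active means mean replicate score, as percent of positive control median, at least 50; inconclusive means mean below 50 but one replicate at or above 50; inactive means mean and every replicate below 50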;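 further: strain carries kanamycin resistance gene driven by streptokinase promoter and grows in 40 µg/ml kanamycin; loss of luminescence reflects streptokinase promoter inhibition or plain growth inhibition; 0% = median of DMSO wells and 100% = positive control at its reference dose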
# MrgX1 ag: agonists of human MrgX1 receptor | MrgX1-HEK293 cells, Fluo-4 calcium fluorescence, agonist mode; active compounds read high | B-score at 10 µM | 0.44% of 310,000 active | AID 588627;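 active means calcium response B-score plate-corrected fluorescence ratio at least 3 library SD, with starting fluorescence B-score inside 5 SD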
#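 Material: MrgX1-expressing HEK293 cells / Dosing: compound as first of three additions / Incubation: overnight seeding, then 1 h dark dye loading / Signal: Fluo-4 NW calcium fluorescence / Evaluation: B-scored fluorescence response ratio / Benchmarks: positive and negative control wells on each plate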
# MrgX1 antag: blocks BAM8-22 activation of human MrgX1 receptor; Q96LB2; MRGX1-HEK293 calcium flux, Fluo-4, BAM8-22 antagonism; active compounds read low; B-score at 10 µM; 1.3% of 310,000 active; AID 588676;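 active means calcium-response B-score plate-corrected more than 3 library SD below zero, starting fluorescence within 5 deviations, no agonist response on first addition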;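 further: peak minus trough fluorescence over baseline after final BAM8-22 challenge near maximal dose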
# HDAC3 inh: inhibitors of human histone deacetylase 3; O15379; recombinant HDAC3, fluorogenic peptide/trypsin coupled, fluorescence; inhibition, % at 8.3 µM; 0.15% of 320,000 active; in the data active means inhibition above about 26%, passing the limit was not always enough; inconclusive means no clear call, values can overlap the other calls
# TRPC6 activator: activators of mouse TRPC6 channel; Q61143; B-score at 10 µM; 0.13% of 310,000 active; HEK293-TRPC6 membrane potential dye fluorescence; active compounds read high;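 active means B-score of the integrated fluorescence ratio above library mean plus 3 SD, and starting fluorescence ratio within library mean plus 5 SD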;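 further: higher score means more depolarization so channel activation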
# Target sequence (Q61143 whole entry, looked up): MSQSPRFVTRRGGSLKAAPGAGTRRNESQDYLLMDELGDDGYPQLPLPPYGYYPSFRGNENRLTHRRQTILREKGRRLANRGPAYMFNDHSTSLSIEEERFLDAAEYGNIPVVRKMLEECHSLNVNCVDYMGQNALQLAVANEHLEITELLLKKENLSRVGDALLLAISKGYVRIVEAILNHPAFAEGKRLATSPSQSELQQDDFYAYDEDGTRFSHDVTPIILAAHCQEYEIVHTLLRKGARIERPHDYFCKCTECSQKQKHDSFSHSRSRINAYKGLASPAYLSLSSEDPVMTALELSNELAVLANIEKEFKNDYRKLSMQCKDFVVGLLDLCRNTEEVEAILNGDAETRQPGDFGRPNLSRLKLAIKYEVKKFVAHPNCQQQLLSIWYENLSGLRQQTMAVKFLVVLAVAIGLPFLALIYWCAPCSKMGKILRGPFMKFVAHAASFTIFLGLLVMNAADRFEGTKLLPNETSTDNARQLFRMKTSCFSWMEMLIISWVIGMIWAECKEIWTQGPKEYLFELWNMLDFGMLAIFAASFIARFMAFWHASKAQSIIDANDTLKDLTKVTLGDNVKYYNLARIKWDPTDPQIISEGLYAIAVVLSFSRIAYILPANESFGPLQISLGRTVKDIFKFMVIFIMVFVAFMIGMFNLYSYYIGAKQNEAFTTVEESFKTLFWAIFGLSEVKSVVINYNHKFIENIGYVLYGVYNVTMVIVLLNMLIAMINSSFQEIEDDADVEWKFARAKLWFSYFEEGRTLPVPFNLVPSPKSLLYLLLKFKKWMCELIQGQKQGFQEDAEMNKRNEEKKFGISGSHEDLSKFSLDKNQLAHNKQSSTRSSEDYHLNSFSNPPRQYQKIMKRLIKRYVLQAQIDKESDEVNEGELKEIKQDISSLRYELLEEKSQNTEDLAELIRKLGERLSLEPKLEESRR
# RGS4 inh: human RGS4 inhibition; P49798; HEK293 M3R/RGS4 inducible, Fluo-4 calcium flux; active compounds read high; triggered by carbachol at its EC20; B-score at 10 µM; 0.45% of 310,000 active; AID 463165;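 active means B-score, a plate-corrected calcium signal, over three deviations above library mean, with baseline fluorescence within five deviations of library mean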;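 further: RGS4 expression induced by doxycycline in cells with stable M3 receptor; B-score is computed from the integrated fluorescence ratio over baseline after carbachol; higher B-score means a larger calcium signal and so more RGS4 inhibition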
# Target sequence (P49798 whole entry, looked up): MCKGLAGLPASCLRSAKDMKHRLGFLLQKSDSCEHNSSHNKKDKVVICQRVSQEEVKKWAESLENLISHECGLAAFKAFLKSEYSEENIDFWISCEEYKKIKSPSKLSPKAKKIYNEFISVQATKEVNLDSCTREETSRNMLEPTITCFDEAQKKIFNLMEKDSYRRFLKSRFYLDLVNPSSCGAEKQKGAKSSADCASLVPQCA
# TRPC6 inh: blocks the mouse TRPC6 cation channel | HEK293-TRPC6, membrane potential dye, ACh-evoked depolarization; active compounds read low | B-score at 10 µM | 1.1% of 310,000 active | AID 2553;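 active means B-score under library mean minus 3 SD, initial fluorescence not abnormally high, positive integrated signal ratio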;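 further: B-score derived from integrated fluorescence ratio over the kinetic read; more negative B-score means stronger inhibition of depolarization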
# RGS4 pot: potentiators or activators of RGS4; B-score at 10 µM; HEK293 M3R/inducible RGS4, carbachol calcium flux Fluo4; active compounds read low; 0.92% of 310,000 active;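 active means B-score of the integrated calcium signal more than 4 SD below the library mean, with starting fluorescence not abnormally high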;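 further: negative B-score means reduced calcium response which marks RGS4 activation or potentiation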
#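 Assay system: HEK293 FlpIn-TREx cells, stable M3R, doxycycline-inducible RGS4 / Probe or stimulus: carbachol, ECmax concentration / Times: overnight RGS4 induction, 30 min dye load 37 °C, 20 min compound RT / Signal: kinetic calcium fluorescence imaging with Fluo4-AM dye, 2 µM / Measure: Agonist-evoked peak-minus-minimum fluorescence over baseline, integrated ratio, B score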
# Starred values were filed as active, the others as inactive; i = inactive; u = inconclusive; x = not tested or not shown; & = joins results of further samples. Not a hit list; any-hit rate near 6.7%.
SMILES,MrgX1 allo act,ANO1 block,ANO1 activ,SKKanGAS inh,MrgX1 ag,MrgX1 antag,HDAC3 inh,TRPC6 activator,RGS4 inh,TRPC6 inh,RGS4 pot
CC(C)C(=O)Nc1nnc(S(=O)(=O)N2CCCCCC2)s1,i,i,i,2.5,i,i,-7.2,i,i,i,i
O=C(O)c1cnn2cc(-c3[nH]ncc3[N+](=O)[O-])cnc12,i,i,i,0.7,i,i,-0.1,i,i,i,i
CC(=O)NC12CC3CC(C1)CC(C(=O)OCC(=O)Nc1ncc(Cl)c(C)c1Cl)(C3)C2,i,i,i,4.9,i,i,-3.3,i,i,i,i
C/C(=C\C(=O)c1ccc(Br)cc1)NCc1ccc(C)cc1,i,100*,i,2.0,i,i,-0.6,i,i,i,i
CC1=C(C(=O)OCC(C)C)C23C(=O)c4ccccc4C2(O1)OC(N)=C3C#N (stereo not drawn),i,i,i,-3.9,i,i,-3.0,i,i,i,i
Cc1ccnc(NC(=O)CCCOc2ccccc2)c1,i,i,i,-10.2,i,i,x,i,i,i,i
Cc1cc2c(=O)n(C)c(SCC(=O)Nc3cccc(F)c3)nc2s1,i,i,i,-1.4,i,i,13.2,i,i,i,i
CC(=O)n1nc(-c2ccccc2)cc1-c1ccccc1,i,i,i,13.2,i,i,7.3,i,i,i,i
CC(C)c1onc(C(=O)Nc2cccc(O)c2)c1[N+](=O)[O-],i,i,i,8.9,i,i,1.8,i,i,i,i
CCc1ccc(/C=C2\SC(=S)N(CCCC(=O)Nc3ccc(C(=O)O)cc3)C2=O)cc1,i,100*,i,u,i,i,2.7,i,i,i,i
CCc1cc(CNC(=O)CC2C(=O)NCCN2Cc2cccc(OC)c2)on1 (stereo not drawn),i,i,i,9.6,i,i,2.7,i,i,i,i
Cc1cc(C)c(C#N)c(SCC(=O)NC2CC2)n1,i,i,i,3.7,i,i,2.2,i,i,i,i
CC1C/C(=N/Nc2ccc([N+](=O)[O-])cc2[N+](=O)[O-])CC(C)(C)C1 (stereo not drawn),i,i,i,-8.7,i,i,1.0,i,i,i,i
COc1ccc(NC(=O)Cn2nnc(-c3ccccc3NC(=O)C3CC3)n2)cc1,i,i,i,-4.2,i,i,-0.1,i,i,i,i
Cc1cccc(NC(=O)Cn2cnc3c(oc4ccccc43)c2=O)c1C,i,i,i,0.1,i,i,u,i,i,i,i
CCOc1ccc2nc(SCC(=O)NC3CCCCC3)[nH]c2c1,i,i,i,-4.3,i,i,-0.7,i,i,i,i
CC(NC(=O)CN1CCC(C(N)=O)CC1)c1ccccc1 (stereo not drawn),i,i,i,-4.0,i,i,-13.6,i,i,i,i
CCN(CC)S(=O)(=O)c1ccc2c(c1)nc(CCC(=O)OCC(=O)N1CCc3ccccc31)n2C,i,i,i,3.6,i,i,2.6,i,i,i,i
Cc1ccc(-c2[nH]nc3c2C(c2ccccc2OC(=O)N2CCOCC2)C(C#N)=C(N)O3)cc1 (stereo not drawn),i,i,x,x,i,i,12.8,x,x,x,x
Cc1c(C(=O)N2CCCCCC2)c(S(=O)(=O)NCc2ccccc2Cl)c(C)n1C,i,i,i,1.4,i,i,2.3,i,i,i,i
Cc1cc2c3c([nH]c2cc1S(=O)(=O)NCc1ccc(CN2CCCCCC2)o1)CC(C)(C)CC3=O,i,i,i,-11.8,i,i,-5.3,i,i,i,i
COc1ccc(C)cc1NC(=O)c1ccc(NS(=O)(=O)c2cccc3cccnc23)cc1,i,i,i,0.6,i,i,3.0,i,i,i,i
Cn1c(=O)n(CC(=O)O)c(=O)c2c1nc1n2CCS1,i,i,i,4.4&-0.5,i,i,-1.1&-0.1,i,i,i,i
COc1ccc(CC(NC(C)=O)C(=O)N2CCN(C(=O)Nc3cccc(F)c3)CC2)cc1OC (stereo not drawn),i,i,i,1.6,i,i,4.2,i,i,i,i
COc1ccc(CCNC(=O)/C(C#N)=C2\N=C(NC(=O)c3ccco3)c3ccccc32)cc1,i,i,i,4.9,i,-4.66*,-4.4,i,i,i,i
COc1ccccc1Nc1cc(C(=O)NCCCN2CCOCC2)c2ccccc2n1,i,i,i,-5.0,i,i,0.5,i,i,i,i
CSCCC(C(=O)N1C[C@]2(C)C[C@H]1CC(C)(C)C2)N1C(=O)c2ccccc2C1=O (stereo partly drawn),i,i,i,-5.8,i,i,5.4,i,i,i,i
CCOC(=O)C(CCCCOc1ccc([N+](=O)[O-])cc1)C(=O)OCC,i,i,i,-3.1,i,i,7.2,i,i,i,i
CC(=O)N1CCN(c2ncnc3ccccc23)CC1,i,i,i,5.5,i,i,-4.8,i,i,i,i
COc1cccc(OC)c1OCCNCC1CSc2ccccc2O1 (stereo not drawn),i,i,i,-3.8,i,i,2.2,i,i,i,-8.09*
CC(C)(C)OC(=O)NCCCC(CCCNC(=O)OC(C)(C)C)C(=O)O,i,i,i,4.0,i,i,4.5,i,i,i,i
CN(C)S(=O)(=O)c1cc(NC(=O)COC(=O)CCSc2ccc(Cl)cc2)ccc1Cl,i,i,i,-5.6,i,i,-3.6,i,i,i,i
O=c1[nH]c(-c2ccc(F)cc2)nc2c1sc(=S)n2-c1ccccc1,i,i,i,23.4,i,i,-2.3,i,i,i,i
CCc1ccc(OCC(=O)N/N=C(\C)c2ccc(OC(F)F)cc2)cc1,i,i,i,33.8,i,i,15.5,i,i,i,i
CCCCn1c(-c2ccc([N+](=O)[O-])cc2)n[nH]c1=S,i,i,i,1.4,i,i,-0.4,i,i,-14.8*,-10.2*
CCC(C)c1ccc(OCc2ccc(C(=O)O)o2)cc1 (stereo not drawn),i,i,i,0.6,i,i,-3.8,i,i,i,i
O=C1CNC(=S)N1CCc1ccc(Cl)cc1,i,i,i,-3.8,i,i,-0.3,i,i,i,i
O=S1(=O)CCOC[C@H](Cc2ccccc2)N1Cc1ccc(Cl)cc1,i,i,i,4.3,i,i,1.8,i,i,i,i
CN(/N=C/c1cc([N+](=O)[O-])ccc1O)c1ccccc1,i,i,i,-5.2,i,i,7.4,i,i,i,i
CC(=O)c1ccc(N2CCN(c3ncc(C(F)(F)F)cc3Cl)CC2)cc1,i,i,i,9.9,i,i,-1.6,i,i,i,i
Cc1cccc(OCCCC(=O)N2CCCCCC2)c1C,i,i,i,2.4,i,i,0.9,i,i,i,i
CC(C)NC(=S)N1CCN(S(C)(=O)=O)CC1,i,i,i,3.8,i,i,-3.4,i,i,i,i
COc1ccc(CN2C(=O)C(C)S/C2=N/N=C/c2ccco2)cc1 (stereo not drawn),i,i,i,-0.6,i,i,1.4,i,i,i,i
CCCn1c(C)cc(C(=O)COC(=O)c2cc(S(=O)(=O)NCC(C)C)c(Cl)cc2Cl)c1C,i,i,i,9.6,i,i,x,i,i,i,i
Cc1ccc(N(CC(=O)Nc2cc(C)ccc2C)S(C)(=O)=O)cc1,i,i,i,-2.3,i,i,1.9,i,i,i,i
Fc1ccc(-n2cc(-c3ccccc3)c3c(N4CCOCC4)ncnc32)cc1,i,i,i,13.4,i,i,-5.7,i,i,i,i
CCCCOc1ccc(C(=O)NC(=S)Nc2ccc(CN3CCOCC3)cc2)cc1,i,i,i,-7.7,i,i,2.5,i,i,i,i
COc1cc(Cl)ccc1NC(=S)N(CCN1CCOCC1)C1CCN(C(C)=O)CC1,i,i,i,4.1,i,i,3.1,i,i,i,i
COc1ccccc1NC(=S)N(Cc1ccccc1)Cc1cccnc1,i,i,i,11.7,i,i,x,i,i,i,i
COc1cc(NC(=O)Cc2cccs2)cc(OC)c1,i,i,i,18.7,i,i,-3.0,i,i,i,i
# Additional records:
SMILES,MrgX1 allo act,ANO1 block,ANO1 activ,SKKanGAS inh,MrgX1 ag,MrgX1 antag,HDAC3 inh,TRPC6 activator,RGS4 inh,TRPC6 inh,RGS4 pot
CCOC(=O)C1=C(C)NC(=O)NC1/C(C)=C/c1ccccc1 (stereo not drawn),i,i,i,1.8,i,i,-4.1,i,i,i,i
CN(CC(=O)Nc1c(Cl)cccc1Cl)C(=O)c1cc(-c2cccs2)nn1-c1ccccc1,i,i,i,48.2,i,i,10.5,i,i,i,i
CC(=O)NC(CC(=O)OC(C)C(=O)Nc1ccc(Cl)cn1)c1ccccc1 (stereo not drawn),i,i,i,-1.9,i,i,-9.1,i,i,i,i
O=C(CSCc1ccccc1)NCc1ccc2c(c1)OCO2,i,i,i,-2.3,i,i,3.1,i,i,i,i
CCOc1ccc(C2C(C(=O)c3ccc(C)o3)=C(O)C(=O)N2c2nc(C)c(C(=O)OC)s2)cc1 (stereo not drawn),i,i,i,31.8,i,i,5.6,i,i,i,i
CSCC(C)N1CCC(n2nccc2NC(=O)c2ccc3c(c2)OCO3)CC1 (stereo not drawn),i,i,i,-0.2,i,i,6.4,i,i,i,i
Cc1cccc(N(C(=O)Cc2cccs2)C(C(=O)NC2CCCC2)c2ccncc2)c1 (stereo not drawn),i,i,i,2.9,i,i,-12.2,i,i,i,i
CCn1c(N2CCC(C)CC2)nc2c1c(=O)n(C)c(=O)n2C,i,i,i,1.8,i,i,4.8,i,i,i,i
O=C(COC(=O)CNC(=O)c1ccccc1F)NCCC1=CCCCC1,i,i,i,-5.1,i,i,-6.3,i,i,i,i
CCOC(=O)c1cnc(SCC(=O)N2CCN(c3ccccc3)CC2)nc1N,i,i,i,0.1,i,i,-1.2,i,i,i,i
Cc1cc(C)n2c(SCC(=O)Nc3ccccc3)nnc2n1,i,i,i,-2.5,i,i,1.2,i,i,i,i
CCOC(=O)C1CCCN(C(=O)c2ccccc2NC(=O)C2=C(C)OCCS2)C1 (stereo not drawn),i,i,i,1.6,i,i,-2.0,i,i,i,i
CC(C)=C(NC(=O)c1ccccc1)C(=O)NCCc1nc2ccccc2[nH]1,i,i,i,-4.2,i,i,7.4,i,i,i,i
O=C(NCCN1CCOCC1)c1c(Cl)cccc1Cl,i,i,i,-1.1,i,i,2.4,i,i,i,i
CC(=O)N1c2ccc(S(=O)(=O)N3CCCC(C(=O)Nc4cc(C)cc(C)c4)C3)cc2CC1C (stereo not drawn),i,i,i,3.7,i,i,10.6,i,i,i,i
C=CCN(C(=O)c1csnn1)C(C(=O)NC1CCCC1)c1ccc(F)cc1 (stereo not drawn),i,i,i,4.9,i,i,0.9,i,i,i,i
CN1CCC(N(C)C(=S)NCCc2ccccc2)CC1,i,i,i,6.4,i,i,-0.7,i,i,i,i
C[C@H](NC(=O)c1nc[nH]c1C(=O)N[C@@H](Cc1ccccc1)C(=O)OCc1ccccc1)C(=O)OC(C)(C)C,i,i,i,15.3,i,i,31.0*,i,i,i,i
